TRPC4 potent – positive allosteric modulators of TRPC4, primary screen, cell-based, mouse TRPC4beta, HEK293 mu-opioid, Fluo-4 calcium. Short transient receptor potential channel 4 (Mus musculus), Q9QUQ5. DAMGO EC20, Fluo-4 Ca2+ flux; hits give high values. B-score at 10 µM. 0.42% of 310,000 active;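 active = B-score of calcium response area above 5 SD of library B-scores, with initial fluorescence ratio within 5 SD of library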;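 note: B-score of integrated fluorescence ratio over time as area under calcium response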
KCNQ1 pot – potentiators or activators of KCNQ1 channel, primary screen, cell-based, thallium flux, high-throughput | 0.35% of 310,000 active | B-score at 10 µM | AID 2648, 2010 | CHO-K1 KCNQ1, thallium flux FluxOR fluorescence; hits give high values | Potassium voltage-gated channel subfamily KQT member 1 (Homo sapiens), P51787;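 active = fluorescence ratio B-score, a plate-corrected score, at least three library SD, with initial intensity B-score within 5 SD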
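Assay system: CHO-K1 cells stably expressing KCNQ1. Medium: assay buffer for compound exposure, DMSO matched across wells. Timing: 37 °C overnight plating, 90-min dark dye load, 20-min compound pretreatment. Signal: kinetic FluxOR fluorescence, 10 s baseline plus 110 s post-stimulus.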
TRPC4 agonist – activators of mouse TRPC4 channel, primary screen, Fluo4 calcium, HEK293 TRPC4beta/mu-opioid cells; AID 2237, 2010; Short transient receptor potential channel 4 (Mus musculus), Q9QUQ5; B-score at 10 µM; 0.49% of 310,000 active; Fluo4 calcium fluorescence; hits give high values;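 active = B-score above 5 SD of library B-scores, and initial fluorescence ratio not above library mean plus 5 SD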;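 note: positive B-score marks a calcium rise read as TRPC4 activation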
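Technique: kinetic Fluo4 calcium fluorescence; Test system: TRPC4beta and mu-opioid receptor HEK293 stable cells; Measure: B-scored integrated calcium fluorescence ratio; Benchmarks: low control buffer alone, high control maximal DAMGO; Schedule: 45 min room-temperature Fluo4 loading, 110 s read.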
TMEM16A act – TMEM16A chloride channel activators or potentiators, primary screen, cell-based, HTS; HEK293 TMEM16A/YFP-H148Q/I152L, iodide quench fluorescence; hits give low values; 0.3% of 340,000 active; B-score at 10 µM; Anoctamin-1 (Mus musculus), Q8BHY3; AID 623877, 2012;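 active = fluorescence-ratio B-score plate-corrected deviation score at least 3 library SD below zero, with starting fluorescence score within 5 deviations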;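 note: channel opened by trigger with iodide after compound preincubation; score built on the fluorescence ratio of max minus min over baseline; more negative score means more quench and so TMEM16A activation or potentiation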
hERG protect – hERG rescue from dofetilide block, primary screen, cell-based, CHO-hERG, FluxOR thallium flux, dofetilide IC70. Voltage-gated inwardly rectifying potassium channel KCNH2 (Homo sapiens), Q12809. dofetilide IC70 present. activation (rescue from dofetilide block), less the hit threshold, % at 10 µM. 0.51% of 310,000 active. AID 1511, 2009;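 active = activation above the mean of controls blocked by dofetilide plus 5 SD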;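 note: thallium influx through hERG after potassium depolarization seen as dye fluorescence rise; in these data hits start at about 4.7%; inactives centre near -7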
ANO1 block – TMEM16A chloride channel inhibitors, primary screen, cell-based, HTS; normalized B-score (activity score, 25-100; higher = stronger inhibition) at 10 µM; 1.2% of 310,000 active; AID 588511, 2011; HEK293 TMEM16A/YFP iodide influx fluorescence, ionomycin;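 active = ratio plate-corrected score three or more library SD toward inhibition, starting fluorescence score within five deviations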;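 note: score derived from kinetic fluorescence span divided by baseline fluorescence per well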
KCNQ1 inh – inhibitors of human KCNQ1 channel, primary screen, cell-based, thallium flux, high-throughput; CHO-K1 KCNQ1, FluxOR thallium flux fluorescence; hits give high values; B-score at 10 µM; AID 2642, 2010; Potassium voltage-gated channel subfamily KQT member 1 (Homo sapiens), P51787; 1.3% of 310,000 active;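 active = compounds whose thallium flux B-score, printed positive for inhibition, exceeds three library SD while starting fluorescence stays within three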;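 note: channel opened by potassium depolarization with thallium stimulus after 20 min compound exposure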
KCNK3 block – human KCNK3 channel inhibitors, primary screen, CHO cells, FluxOR thallium flux, B-score | 0.84% of 340,000 active | B-score at 10 µM | FluxOR fluorescence; hits give low values;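 active = B-score under library mean minus 4 SD, starting fluorescence ratio at most library mean plus 5 SD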;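 note: more negative B-score means stronger inhibition of thallium flux through KCNK3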
Target sequence (O14649 whole entry, looked up): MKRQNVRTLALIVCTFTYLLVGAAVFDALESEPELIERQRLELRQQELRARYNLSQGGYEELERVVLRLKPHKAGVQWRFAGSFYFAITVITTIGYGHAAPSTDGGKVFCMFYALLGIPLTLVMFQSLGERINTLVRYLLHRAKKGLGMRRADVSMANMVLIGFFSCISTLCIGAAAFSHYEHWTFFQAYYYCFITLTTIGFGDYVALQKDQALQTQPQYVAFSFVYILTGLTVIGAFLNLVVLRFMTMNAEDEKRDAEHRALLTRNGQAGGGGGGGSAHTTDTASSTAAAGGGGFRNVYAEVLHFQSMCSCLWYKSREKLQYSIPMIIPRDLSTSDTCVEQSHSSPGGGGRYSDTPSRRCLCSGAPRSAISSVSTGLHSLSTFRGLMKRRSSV
Dyrk1A ADPGlo – rat Dyrk1A kinase inhibitors, primary screen, biochemical, single point, plate reader. Dual specificity tyrosine-phosphorylation-regulated kinase 1A (Rattus norvegicus), Q63470. ADP-Glo luminescence, NFATc1 peptide. inhibition, % at 12.5 µM. 0.43% of 310,000 active. AID 504441, 2011; in the data active = inhibition above about 50%;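 note: plate controls were vehicle with enzyme for no effect and no enzyme for full effect; many of its hits are not listed in these tables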
KCNK9 inh – KCNK9 potassium channel inhibitors, primary screen, HEK293 cells, thallium flux; AID 488922, 2010; Potassium channel subfamily K member 9 (Homo sapiens), Q9NPC2; FluxOR thallium flux fluorescence; hits give low values; 1.2% of 310,000 active; B-score at 10 µM;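 active = ratio B-score over 3 SD below the library mean, with starting fluorescence within 5 SD of its mean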;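 note: negative B-score means less thallium flux so channel inhibition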
Target sequence (Q9NPC2 whole entry, looked up): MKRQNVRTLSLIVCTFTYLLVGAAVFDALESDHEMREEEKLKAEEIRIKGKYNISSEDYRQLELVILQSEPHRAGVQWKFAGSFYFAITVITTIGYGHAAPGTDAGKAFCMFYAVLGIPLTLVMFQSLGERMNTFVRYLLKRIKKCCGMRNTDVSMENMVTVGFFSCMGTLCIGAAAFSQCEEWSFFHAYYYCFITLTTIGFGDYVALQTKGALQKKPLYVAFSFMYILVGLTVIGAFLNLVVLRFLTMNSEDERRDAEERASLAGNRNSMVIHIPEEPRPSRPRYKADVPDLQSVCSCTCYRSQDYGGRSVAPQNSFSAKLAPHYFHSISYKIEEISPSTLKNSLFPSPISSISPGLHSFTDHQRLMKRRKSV
HDAC3 inh – HDAC3 deacetylase inhibitors, primary screen, biochemical, fluorescence, cell-free homogeneous; Histone deacetylase 3 (Homo sapiens), O15379; inhibition, % at 8.3 µM; 0.15% of 320,000 active; AID 2718, 2010; recombinant HDAC3, fluorogenic peptide/trypsin coupled; in the data active = inhibition above about 26%, passing the limit was not always enough
* marks the source's active call; other numbers are inactive results; i = inactive; . = no result given; & = joins results of further samples. Some of the compounds tested. The share of hits here may be higher or lower than overall.

SMILES	TRPC4 potent	KCNQ1 pot	TRPC4 agonist	TMEM16A act	hERG protect	ANO1 block	KCNQ1 inh	KCNK3 block	Dyrk1A ADPGlo	KCNK9 inh	HDAC3 inh
Cc1cccc(NC(=O)C(Cc2ccccc2)c2nn[nH]n2)c1C (stereo not drawn)	i	i	i	i	-10	i	i	i	2	i	0
Cc1nnsc1C(=O)NNS(=O)(=O)c1ccccc1	i	i	i	i	2	i	i	i	4	i	1
O=C(CSCc1ccc(Br)cc1)N1CCOCC1	i	i	i	i	-6	i	i	i	-1	i	-3
COc1ccc(OCCC(=O)OCC(=O)c2ccc[nH]2)cc1	i	i	i	i	-9	i	i	i	11	i	-3
CCc1c(C(=O)N/N=C/c2ccco2)nnn1-c1nonc1N	i	i	i	i	-1	i	i	i	1	i	15
CCc1[nH]nc(C(=O)NC2CCCc3c2cnn3-c2cc(C)cc(C)c2)c1C (stereo not drawn)	i	i	i	i	-10	i	i	i	-6	i	-2
CCN(CC)S(=O)(=O)c1cc(NC(=O)C(C)Nc2ccccc2N2CCOCC2)ccc1C (stereo not drawn)	i	i	i	i	-29	i	i	i	1	i	4
CCCCc1ccc(NC(=O)CSc2nc(=O)n(CCN(CC)CC)c3c2CCC3)cc1	i	i	i	i	-19	i	i	i	9	i	2
CCC(C)(C)NC(=O)C(c1cccc(OC)c1OC)N(Cc1ccc(OC)cc1)C(=O)CCC(=O)Nc1cc(C)on1 (stereo not drawn)	i	i	i	i	-14	i	i	i	-6	i	-1
COc1cccc(N/C(C)=C/C(=O)c2ccc(Br)cc2)c1	i	i	i	i	-1	i	i	i	-2	i	-4
COc1cc(NC(=O)c2csc(N)n2)cc(C(=O)Nc2cccc(C(F)(F)F)c2)c1	i	i	i	i	-9	i	i	i	-7	i	-7
Cc1ccc(C2=NN(CCC(=O)NCCC(C)C)C(=O)CC2)cc1	i	i	i	.	-10	i	i	.	.	i	2
COc1ccccc1CN1CC(C(=O)NCc2cnn(C)c2)CCC1=O (stereo not drawn)	i	i	i	i	-7	i	i	i	-2	i	-2
Cc1ccc2nc(SCc3nc4cc(Cl)ccc4c(=O)[nH]3)[nH]c2c1	i	i	i	i	-15	i	i	i	5	i	-8
COc1ccc(-c2nn3c(-c4ccc(F)cc4)nnc3s2)cc1	i	i	i	i	-6	i	i	i	12	i	-7
Cc1ccc(S(=O)(=O)CC(C)N2CCN(C3CCCCC3)CC2)cc1 (stereo not drawn)	i	i	i	i	-11	i	i	i	-3	i	-15
CCOC(=O)c1cc2c(=O)n3cccc(C)c3nc2n(CC2CCCO2)c1=NC(C)=O (stereo not drawn)	i	i	i	i	-9	i	i	i	4&2	i	-124
Cn1cnnc1SCC(=O)c1c[nH]c2ccccc12	i	i	i	i	-9	i	i	i	0	i	3
NC(N)=N/N=C/c1cc([N+](=O)[O-])ccc1O	i	i	i	i	-6	i	i	i	4	i	0
O=C(COC(=O)c1cccc(NC(=O)c2ccco2)c1)c1ccc(Br)cc1	i	i	i	i	-24	100*	i	i	-4	i	-7

Compound profiles (already shown):
Cc1ccc(S(=O)(=O)CC(C)N2CCN(C3CCCCC3)CC2)cc1 (stereo not drawn) in the list: TRPC4 potent: i; KCNQ1 pot: i; TRPC4 agonist: i; TMEM16A act: i; hERG protect: -11; ANO1 block: i; KCNQ1 inh: i; KCNK3 block: i; Dyrk1A ADPGlo: -3; KCNK9 inh: i; HDAC3 inh: -15
COc1cccc(N/C(C)=C/C(=O)c2ccc(Br)cc2)c1 in the list: TRPC4 potent: i; KCNQ1 pot: i; TRPC4 agonist: i; TMEM16A act: i; hERG protect: -1; ANO1 block: i; KCNQ1 inh: i; KCNK3 block: i; Dyrk1A ADPGlo: -2; KCNK9 inh: i; HDAC3 inh: -4
CCc1c(C(=O)N/N=C/c2ccco2)nnn1-c1nonc1N in the list: TRPC4 potent: i; KCNQ1 pot: i; TRPC4 agonist: i; TMEM16A act: i; hERG protect: -1; ANO1 block: i; KCNQ1 inh: i; KCNK3 block: i; Dyrk1A ADPGlo: 1; KCNK9 inh: i; HDAC3 inh: 15

Next entries
SMILES	TRPC4 potent	KCNQ1 pot	TRPC4 agonist	TMEM16A act	hERG protect	ANO1 block	KCNQ1 inh	KCNK3 block	Dyrk1A ADPGlo	KCNK9 inh	HDAC3 inh
COc1ccc(CN2CCCCC2C)c(C)c1C (stereo not drawn)	i	i	i	i	-13	i	i	i	-5	i	2
O=C(NCc1ccco1)c1csc2c1CCCC2	i	i	i	i	-9	i	i	i	1	i	7
C/C(=N/NC(=O)c1cc(-c2cccc([N+](=O)[O-])c2)n[nH]1)c1ccc(Cl)cc1	i	i	i	i	-6	i	i	i	8	i	-6
COCC(C)N1CCC(Oc2cccc(C(=O)NCCc3ccccc3)c2)CC1 (stereo not drawn)	i	i	i	i	-10	i	i	i	-3	i	-5
O=S(=O)(NCCc1csc(-c2ccc(C(F)(F)F)cc2)n1)c1ccc2c(c1)OCCO2	i	i	i	i	-5	i	i	i	-4	i	-2
CCOCCCN(C(=O)c1ccco1)C(C(=O)NC1CCCC1)c1cccc(OC)c1OC (stereo not drawn)	i	i	i	i	-15	.	i	i	-2	i	.
COc1ccc(C)cc1S(=O)(=O)N1CCCC(C(=O)N2CCN(c3ccccc3F)CC2)C1 (stereo not drawn)	i	i	i	i	-9	i	i	i	2	i	4
O=[N+]([O-])c1ccc(N2CCN(S(=O)(=O)c3ccccc3)CC2)c2cccnc12	i	i	i	i	-12	i	i	i	3	i	-2
CCOc1ccc(CCNC(=O)COC(=O)Cn2cnc3ccccc3c2=O)cc1OCC	i	i	i	i	-11	i	i	i	-5	i	-1
COc1cccc(N2CCN(S(=O)(=O)c3ccc4c(c3)N(C(C)=O)CCO4)CC2)c1	i	i	i	i	-9	i	i	i	0	i	-10
Cc1ccc(SCC(=O)NC(=O)NCc2ccco2)c(C)c1	i	i	i	i	-8	i	i	i	.	i	-8
CCn1c(CCNC(=O)c2ccccc2Cl)n[nH]c1=S	i	i	i	i	-5	i	i	i	6	i	0
COc1ccc(NC(=O)CSCC(=O)Nc2nnc(C)s2)cc1	i	i	i	i	-16	i	i	i	-4	i	-1
CCN1Cc2c(/C=C/c3ccccc3)nc3ccc(OC)cc3c2N(c2cccc(Cl)c2)C1	i	i	i	i	-9	i	i	i	0	i	2
OCCN1c2ccccc2CCc2ccccc21	i	i	i	i	-9	i	i	i	.	i	-1
Cc1cc(C)c(/C([O-])=C(/C(=S)Nc2ccc(SC(F)F)cc2)[n+]2ccccc2)cc1C	i	i	i	i	-17	i	i	i	2	i	4
O=C(COc1ccc2c(-c3ccccc3)cc(=O)oc2c1)NCc1cccs1	i	i	i	i	-8	i	i	i	-2	i	.
CC(C)Cn1c(-c2ccc(Br)o2)n[nH]c1=S	i	i	i	i	-2	i	i	i	-2	i	3
CCC(=O)c1cc2c(C)cc(=O)oc2c(C)c1OC(C)=O	i	i	i	i	-3	i	i	i	7	i	0
CN(C)CCCN(C(=O)c1ccco1)c1nc2ccc(F)cc2s1	i	i	i	i	-3	i	i	i	.	i	1
COc1ccc(OC)c(C(c2nnnn2Cc2ccccc2)N2CCC(C(N)=O)CC2)c1 (stereo not drawn)	i	i	i	i	-2	i	i	i	2	i	0
Cc1ccc(C(=O)NC2CC(C)(C)NC(C)(C)C2)cc1Cl	i	i	i	i	-10	i	i	i	.	i	1
CNC(=O)COc1ccc(C=O)cc1OC	i	i	i	i	-5	i	i	i	-6	i	.
CCOC(=O)/C(C#N)=C\C1=C(N2CCOCC2)CC(C)(C)OC1	i	i	i	i	-9	i	i	i	-23	i	.
O=C(C1CCCN(Cc2ccccc2[N+](=O)[O-])C1)N1CCCC1 (stereo not drawn)	i	i	i	i	-6	i	i	i	-1	i	4
Cc1c(C(=O)N2CCCC2)c(S(=O)(=O)Nc2ccccc2Cl)c(C)n1C	i	i	i	i	-9	i	i	i	-3	i	0
COc1ccc(OCC(=O)C2CC2)c(C#N)c1	i	i	i	i	-7	i	i	i	-6	i	-7
N/C(=N\OC(=O)Nc1ccccc1)c1ccno1	i	i	i	i	-10	i	i	i	0	i	-26
CC1(/[N+]([O-])=C/c2cccc(Cl)c2)CCCCC1=O (stereo not drawn)	i	i	i	i	-8	i	i	i	.	i	-6
CCCCCCCc1nc2c(=O)n(C)c3ccccc3c2o1	i	i	i	i	-13	i	i	i	1	i	9
CCCCC(=O)Nc1ccc(Br)cc1C(=O)O	i	i	i	i	-7	i	i	i	19	i	0
O=C(c1ccco1)N1CCN(c2ncnc3c(-c4ccc(Cl)cc4)nsc23)CC1	i	i	i	i	-4	i	i	i	2	i	0
CN(CC(=O)Nc1ccc(Cl)c(C(F)(F)F)c1)C(=O)C1CC(=O)N(Cc2ccco2)C1 (stereo not drawn)	i	i	i	i	-10	i	i	i	-2	i	0
CC(C)(C)C1CCC(C(=O)Nc2nccs2)CC1 (stereo not drawn)	i	i	i	i	-6	i	i	i	.	i	-4
CCS(=O)(=O)C1=NN2C(=N)/C(=C\c3ccc(OCCOc4cccc(OC)c4)c(OC)c3)C(=O)N=C2S1	i	i	i	i	-26	i	i	i	4	i	4
C/C(=N\NC(=O)c1cc2ccccc2cc1O)c1ccc2c(c1)OCO2	i	i	i	i	-10	i	i	i	12	i	-1
COCCNC(=O)c1ccc(CN2CCc3ccccc3C2)cc1	i	i	i	i	-4	i	i	i	2	i	2

Bioassay records as filed in PubChem.
